Screening results from PubChem.
LMNA splice mod – qHTS Assay for Modulators of Lamin A Splicing. actives 0.01% (n = 200,000). AID 1487, 2009. HeLa LMNA splicing GFP/RFP minigene ratio, 48 h. Potency, µM (doses to about 46.1 µM), for inactives: top-dose ratio change, negative = inhibition, hits mostly inhibitors; active = well fitted inhibition curve with a large enough effect in the signal ratio, with a control signal flat, not every such curve was filed as active; inconclusive = small, poorly fitted or top-dose-only effect, or effect the other way, or a change in a side signal; the % refers to the signal ratio; note: % is set by controls: 0 for no effect and ±100 for the full control effect
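S3 HeLa stable clones carrying a lamin A-EGFP splicing minigene plus DsRed2 were seeded at 600 cells/well in Opti-MEM with 2% FBS, pin-dosed and incubated 48 h at 37°C. Acumen cytometry (488 nm) gave the GFP/RFP total-intensity ratio.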
SMN2 splice enh – qHTS Assay for Enhancers of SMN2 Splice Variant Expression. HEK293 SMN2-luciferase splicing reporter, luminescence, 30-36 h. Potency, µM (series often up to 46.1 µM), for the others: at the top dose activity change, positive = activation, most hits filed as activators. actives 2.8% (n = 210,000). AID 1458, 2008; note: % of control where 0% means no effect; nearly all actives have a fitted effect of over 55% in size
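HEK293 cells carry an SMN2 minigene-luciferase reporter in which exon 7 inclusion puts luciferase in frame. Cells were seeded at 2000 cells/well, attached for 10-12 hours, then exposed to compounds for 30-36 hours at 37C before ONE-Glo luminescence.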
TRb SRC2 PPI – qHTS for Inhibitors of the Interaction of Thyroid Hormone Receptor and Steroid Receptor Coregulator 2; Thyroid hormone receptor beta (Homo sapiens), P10828; TRbeta-SRC2 peptide binding, fluorescence polarization; receptor liganded with 1 µM T3; Potency, µM (top dose mostly 106 µM), without a hit: top-dose activity change, negative = inhibition, usual class: inhibitors; actives 0.065% (n = 280,000); AID 1469, 2008;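 note: plate controls were bound peptide for no effect and peptide without receptor for full effect; nearly all actives have a fitted effect of over 50% in size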
Target sequence (P10828 whole entry, looked up): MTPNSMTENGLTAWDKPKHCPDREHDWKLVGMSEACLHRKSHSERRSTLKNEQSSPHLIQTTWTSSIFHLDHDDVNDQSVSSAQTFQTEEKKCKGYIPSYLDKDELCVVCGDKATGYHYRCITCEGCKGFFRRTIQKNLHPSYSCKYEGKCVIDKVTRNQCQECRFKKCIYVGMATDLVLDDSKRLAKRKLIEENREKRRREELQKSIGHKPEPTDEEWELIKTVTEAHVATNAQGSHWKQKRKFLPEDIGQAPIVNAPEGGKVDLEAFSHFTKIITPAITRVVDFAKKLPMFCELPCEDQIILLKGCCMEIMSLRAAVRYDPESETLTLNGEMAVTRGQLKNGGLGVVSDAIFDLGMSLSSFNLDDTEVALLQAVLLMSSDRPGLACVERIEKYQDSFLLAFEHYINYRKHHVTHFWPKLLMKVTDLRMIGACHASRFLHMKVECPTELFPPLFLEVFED
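Fluorescence polarization of 20 nM Texas Red SRC2 peptide (20-aa NR interaction domain) bound to 0.6 uM human TRb ligand-binding domain, with 1 uM T3, after 5 hr at ambient temperature; inhibition seen as decreased polarization.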
JMJD2E inh – qHTS Assay for Inhibitors of Human Jumonji Domain Containing 2E (JMJD2E); Lysine-specific demethylase 4E (Homo sapiens), B2RXH2; JMJD2E catalytic domain, FDH-coupled NADH fluorescence (FDH is formaldehyde dehydrogenase); Potency, µM (doses to about 57.1 µM), without a hit: top-dose activity change, negative = inhibition, usual class: inhibitors; actives 1.6% (n = 230,000); AID 2147, 2009; active = well fitted inhibition curve with a large enough effect, not every such curve was filed as active; inconclusive = small, poorly fitted or top-dose-only effect, or another doubt; inactive = no such curve, though single readings can be large or run the other way;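 note: 0% = wells with enzyme and -100% = buffer wells without enzyme; nearly all actives have a fitted effect of over 50% in size; many of its hits are not listed in these tables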
GoLoco inh red – qHTS Assay for Inhibitors of RGS12 GoLoco Motif Activity (Red Fluorophore); Guanine nucleotide-binding protein G(i) subunit alpha-1 (Homo sapiens), P63096; Gai1:RGS12 GoLoco peptide FP, rhodamine, 10 min; Potency, µM (top dose mostly 61.6 µM), inactives show at the highest dose activity, negative = inhibition, usual class: inhibitors; actives 0.44% (n = 230,000); active = well fitted inhibition curve with a large enough effect, not every such curve was filed as active; inactive = no such curve, though single readings can be large or run the other way; note: % is set by controls: 0 for no effect and ±100 for the full control effect; nearly all actives have a fitted effect of over 30% in size; many of its hits are not listed in these tables
Target sequence (P63096 whole entry, looked up): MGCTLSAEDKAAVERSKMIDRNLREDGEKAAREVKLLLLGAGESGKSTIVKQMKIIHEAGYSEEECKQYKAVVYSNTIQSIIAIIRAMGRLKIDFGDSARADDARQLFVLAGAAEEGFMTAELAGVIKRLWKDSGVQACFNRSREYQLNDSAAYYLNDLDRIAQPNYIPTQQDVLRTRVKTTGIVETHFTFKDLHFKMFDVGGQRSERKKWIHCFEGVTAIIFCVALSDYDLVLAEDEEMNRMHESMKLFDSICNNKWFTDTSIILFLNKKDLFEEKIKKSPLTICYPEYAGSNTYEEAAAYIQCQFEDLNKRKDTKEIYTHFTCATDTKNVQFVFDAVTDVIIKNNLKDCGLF
RECQ1 inh – qHTS Assay for Inhibitors of RecQ-Like Dna Helicase 1 (RECQ1); actives 0.54% (n = 240,000); RECQ1 DNA unwinding, red fluorescence kinetic read; AID 2549, 2010; ATP-dependent DNA helicase Q1 (Homo sapiens), P46063; Potency, µM (titrated, usually from 57.3 µM), for the others: at the highest dose activity, negative = inhibition, usual class: inhibitors;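 note: plate controls were vehicle for no effect and no enzyme for full effect; nearly all actives have a fitted effect of over 30% in size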
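RECQ1T1 50 nM; forked duplex (20 bp + 30-nt ss tails) 200 nM, ATP 2 mM final; pH 8.0, 2 mM MgCl2, 2.5 ug/ml poly(dI-dC); 15 min compound preincubation; discontinuous kinetic read over 2 h at RT.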
TexasRed fluor – Total Fluorescence Counterscreen for Inhibitors of the Interaction of Thyroid Hormone Receptor and Steroid Receptor Coregulator 2 | TRb/SRC2 Texas Red total fluorescence interference | actives 0.29% (n = 280,000) | Potency, µM (doses to about 106 µM), for the others: at the top dose fluorescence change, negative = quenching; active = well fitted curve in either direction with a large enough effect; inconclusive = small, poorly fitted or top-dose-only effect; note: % is set by controls: 0 for no effect and ±100 for the full control effect
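Human TRβ ligand-binding domain (0.6 uM) and Texas Red SRC2 peptide (20 nM) in Tris buffer with 1 uM T3 and 5% DMSO were incubated with pinned compound for 5 hr at ambient temperature. Total fluorescence was computed as S + 2P (555/632 nm).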
ALDH1A1 block – qHTS Assay for Inhibitors of Aldehyde Dehydrogenase 1 (ALDH1A1). Purified ALDH1A1, NADH fluorescence, propionaldehyde substrate. actives 7.3% (n = 220,000). Potency, µM (titrated, usually from 75.3 µM), for inactives: top-dose activity, negative = inhibition, most hits filed as inhibitors. Aldehyde dehydrogenase 1A1 (Homo sapiens), P00352. AID 1030, 2008; active = well fitted inhibition curve with a large enough effect, not every such curve was filed as active; inconclusive = small, poorly fitted or top-dose-only effect, or another doubt; inactive = no such curve, though single readings can be large or run the other way;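 note: plate controls were no enzyme wells and a reference inhibitor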
Active calls of the source: *; i = inactive; ? = inconclusive; · = not tested or not shown; & = joins results of further samples; [ ] = remark or other dose. Unless noted, calls come from the whole dose curve; as a rule, active = well fitted curve in the direction sought with a large enough effect; inconclusive = small, poorly fitted or top-dose-only effect, or another doubt; inactive = no such curve, though single readings can be large; an effect the other way counts as inactive or inconclusive. Potency is the fitted concentration of half-maximal effect. An excerpt (hit frequency here may not be typical).

SMILES | LMNA splice mod | SMN2 splice enh | TRb SRC2 PPI | JMJD2E inh | GoLoco inh red | RECQ1 inh | TexasRed fluor | ALDH1A1 block
CC(C)CC(NC(=O)C1CCCCC1)C(=O)N1CCN(c2ccccn2)CC1 (stereo not given) | -10% | 20% | -17% | ? | -13% | -9% | -1% | ?
COc1cc(O)c(C(CCN2CCCC(C)C2)c2ccc3c(c2)OCO3)c(OC)c1 (stereo not given) | · | · | 6%&-1% | -11% | 3% | 3% | 0%&-3% | ·
CCn1c(=S)[nH]c2cc(C(=O)O)ccc21 | · | -2% | -18% | -9% | -36% | -12% | 5% | ?
CC(C)CNc1nc(Oc2ccc(=O)[nH]n2)nc(N2CCOCC2)n1 | · | -1% | 1% | -6% | 5% | i | 2% | -10%
COC(=O)Cn1cc([N+](=O)[O-])nc1C | · | -10% | 2% | 0% | -3% | -2% | 0% | -2%
Cc1ccc(NC(=O)c2ccc([N+](=O)[O-])o2)cc1C | ? | -8% | -4% | ? | 3% | 0% | -2% | 4%
CCOC(=O)Cn1c(=O)oc2cc(S(=O)(=O)N(C)c3ccc(OC)cc3)ccc21 | · | · | -3% | 10% | -2% | -8% | 1% | ·
O=c1[nH]c(SCc2ccccc2Cl)nc2c1cnn2-c1ccccc1 | 12% | -8% | -11% | -14% | -7% | -8% | 1% | 6%
CC(/C=C/c1ccccc1)=N/NC(=O)CNC(=O)c1ccccc1F | · | 7% | 10% | -1% | -6% | 0% | 1% | 3%
O=c1c(-c2ccc(O)cc2O)coc2cc(O)cc(O)c12 | · | · | 4% | 2% | 1% | -9% | -1% | -5%
CCOCCCn1c(SCC(=O)Nc2cccc(S(=O)(=O)NC3=NCCCCC3)c2)nc2ccccc2c1=O | · | · | -6% | 2% | 9% | 0% | 1% | ·
C=CCOC(=O)C1=C[C@H](c2cn(C(C)=O)c3ccccc23)C[C@H](OCCCCO)O1 | · | · | -4% | -4% | 7% | -5% | -3% | -11%
CCNC(=O)NC(=O)COC(=O)CCCSc1nc2ccccc2s1 | 1% | 1% | 3% | -1% | 3% | -1% | 2% | -2%
CCN(CC)c1ccc(/C=N/NC(=O)c2cccc(S(=O)(=O)N3CCOCC3)c2)c(O)c1 | ? | -78%[inhibitor] | 4% | ? | 8% | -15% | -5% | ?
CN1C=CC=C/C1=C1/SC(=S)N(Cc2ccccc2)C1=O | -2% | -24% | -2% | 1% | -8% | 2% | 1% | 0%
O=C1NCCN1Cc1cccc(Cl)c1 | 7% | -14% | 1% | 6% | 6% | -13% | -1% | 2%
c1ccc(Nc2c3c(nc4ccccc24)CCC3)cc1 | · | -26% | 5% | 0% | 6% | -2% | -3% | 1%
O=C(Nc1ccncc1)c1ccc(C(=O)Nc2ccncc2)cc1 | -5%[9.22 µM] | -9% | 6% | ? | -5% | -4% | -4% | 7%
CC1=C(C(=O)N2CCOCC2)C(c2cc(C)ccc2C)NC(=S)N1 (stereo not given) | 26%[9.22 µM] | -40%[inhibitor] | -7% | -19% | -13% | -4% | -1% | ?
COc1ccc(NC(=O)C(F)(OC)C(F)(F)F)c(OC)c1 (stereo not given) | ? | -3% | 4% | 2% | 9% | -7% | -5% | 10%
C=CCCCN(Cc1ccccc1)S(=O)(=O)c1ccccc1Br | · | · | 4%&-2% | 12% | 1% | i | 1%&1% | ·
O=C(CCCc1cccs1)Nc1nc2c(s1)CCCC2 | -10% | 16µM* | -13% | 1% | 1% | -1% | -1% | -13%
CC1CCCCC1NC(=O)C1CCCN1S(=O)(=O)c1cccc2nsnc12 (stereo not given) | -15% | -1% | -19% | -2% | 0% | -6% | 0% | 1%
O=C(O)C(Cc1ccc(O)cc1)N1C(=O)C2CCCCC2C1=O (stereo not given) | · | · | 10% | 0% | -8% | -1% | 1% | ·
CCOc1ccc(CCNC(=O)C2CCCN(S(=O)(=O)c3c(C)n[nH]c3C)C2)cc1OCC (stereo not given) | ? | · | 8% | ? | · | -2% | 1% | ?
COCCNC(=O)c1ccc2snnc2c1 | -8% | 4% | -3% | 1% | 7% | i | -3% | 1%
Cc1oc2ccccc2c1CNC(=O)N(C)C | · | · | 7% | 6% | -3% | -16% | -3% | ·
CCCOP(=O)(c1ccc(N(C)C)cc1)C(Nc1ccccc1)c1ccc(N(C)C)cc1 (stereo not given) | ? | -11% | -19%[53 µM] | 3% | -9% | -9% | 32µM*[quencher] | 29%
NC(=O)c1cc(-c2ccccc2)nc(N2CCCCCC2)n1 | 12% | -16% | 6% | ? | -8% | i | -3% | ?
COc1ccc(N2CCN(Cc3nc4scc(-c5cccs5)c4c(=O)[nH]3)CC2)cc1 | 35%[9.22 µM] | -17% | 1% | -19% | 25% | -2% | 2% | -6%
O=C(O)C/C(=C\c1cccc(NC(=O)c2ccccc2Cl)c1)c1nc2ccccc2s1 | · | · | -5% | ? | 38%[activator] | ? | 3% | ·
CC(C)(C)c1ccc(C(=O)N/N=C/c2cccc(Cl)c2)cc1 | ? | 1% | -20% | 1% | -4% | i | 2% | 1%
N/C(=N\c1nc2ccccc2o1)NC(=O)c1ccc(F)cc1 | 13% | 24% | 3% | 2% | 10% | -2% | -2% | 9%
Cc1nc(SCC(=O)Nc2ccccc2C(F)(F)F)c(C#N)c(C)c1CC(=O)c1ccc(Br)cc1 | 12% | -19% | 0% | -26% | 9% | -6% | -5% | -11%
CCCc1sc(N)nc1-c1ccc(Cl)cc1 | -13% | · | -1% | -7% | · | -3% | -6% | 5%
CCOc1ccc(NC(=O)N2CCN(S(C)(=O)=O)CC2)cc1 | -6%[46 µM] | · | -7% | 12% | 9% | -2% | 1% | 10%
CCOC(=O)C1(C(F)(F)F)N=C(c2ccccc2F)OC(N(C)C)=N1 (stereo not given) | · | · | 3% | -18% | 0% | -16% | -1% | ·
Cc1n[nH]c(C)c1N1C(=O)c2cccc3c(Br)ccc(c23)C1=O | -25% | 15% | -3% | -3% | -25% | -5% | -6% | -3%
O=C(Nc1ccc(Oc2ccc(NC(=O)Nc3ccc([N+](=O)[O-])cc3)cc2)cc1)Nc1ccc([N+](=O)[O-])cc1 | -23%[46 µM] | · | -7% | -3% | 9% | -9% | -4% | 7%
COC(=O)C1=C(C)NC(=O)/C1=C\c1ccc2c(c1)OCO2 | -6% | 6% | 6% | -6% | -3% | -20% | -2% | ?
Fc1cccc(Cl)c1CNC(c1ccccc1)c1ccccc1 | -6% | -11% | -3% | -6% | 11% | i | -9% | 6%
C/C(=N\NC(=O)CSc1nc2ccccc2s1)c1ccco1 | ? | -26% | 6% | 7% | 7% | 1% | 0% | 2.8µM*
COc1ccc(C2C(C(=O)Nc3ccccc3)=C(C)Nc3nc(CCCO)nn32)cc1 (stereo not given) | ? | 11% | 2% | -2% | 7% | i | 1% | ?
CCCCCn1nc(C)c(/C=N\NC(=O)c2cc(C)oc2C)c1C | -6% | 5% | 7% | 2% | 16% | i | 0% | -6%
CC#CCN1c2ccccc2[C@]23C[C@@H](C(=O)OC)N(S(=O)(=O)c4ccc([N+](=O)[O-])cc4)C2=NC(C(=O)OC)=C(C(=O)OC)[C@H]13 | 2%[9.22 µM] | -8%[9.22 µM] | 5%[11.2 µM] | 5%[11.4 µM] | 6%[14.2 µM] | -15%[11.5 µM] | 0%[11.2 µM] | 16%[13.5 µM]
CCOC(=O)C1=C(C)N(C)C(=S)NC1c1cccc(Cl)c1Cl (stereo not given) | ? | -21% | 1% | -5% | 22% | -5% | -1% | 6%
COCCNC(=S)N/N=C(\C)c1cccc([N+](=O)[O-])c1 | ? | 8% | -14% | 0% | 7% | -2% | 0% | 6%
O=C1CN(C(=O)COC(=O)CNC(=O)c2ccc(Cl)cc2)c2ccccc2N1 | · | 21% | 3% | 7% | 0% | i | -1% | -13%
O=C(NC(=S)Nc1ccc(-c2nc3ncccc3o2)cc1)c1ccccc1F | ? | 7% | -2% | ? | 5% | i | -1% | ?
CCOCCn1c(N2CCN(c3ccccc3)CC2)nc2c1c(=O)n(C)c(=O)n2C | -6% | -34%[inhibitor] | -3% | 4% | 3% | -2% | 0% | ?
COc1cccc(-c2cc(C(F)(F)F)nc(-n3ccc([N+](=O)[O-])n3)n2)c1 | ? | -23% | -6% | 5% | -7% | -14% | -1% | 12%
COc1cccc(N2CCN(c3ccc(S(=O)(=O)N4CCCC4)cc3)CC2)c1 | 7% | -10% | 5% | 7% | 0% | 12% | 2% | -3%
Cn1cc(Br)c(C(=O)NNC(=O)c2ccccc2)n1 | -8% | -3% | -2% | -2% | -4% | -3% | -2% | 5%
Cc1ccccc1NC(=O)C(=O)NCCc1ccccc1 | 4% | 5% | 1% | 8% | -3% | -1% | -3% | 4%
O=C(Nc1ccc(N2C(=O)c3cccc4cccc(c34)C2=O)cc1)c1ccc(N2CCCCC2)c([N+](=O)[O-])c1 | -1% | -8% | -4% | 16% | -5% | -2% | -1% | ?
Cc1cc2nc(C)n(CCCNC(=O)Nc3ccc(F)cc3)c2cc1C | -28% | -29% | -5% | 1% | 3% | i | 1% | 1%
CCOC(=O)c1cc(C)sc1NC(=O)CCC(=O)O | -4% | -1% | 1% | -7% | -7% | -8% | 1% | 8%
